# Assay outcomes (PubChem)
# aSyn rescue: rescues yeast growth from alpha-synuclein toxicity | Yeast expressing alpha-synuclein, growth rescue, BacTiter-Glo, 24 h | AID 652106 | 370,000 tested, 0.14% active | Potency, µM (titrated, usually from 46.1 µM), inactives show top-dose growth rescue (activation), most hits filed as activators; also: potency is read from the fitted curve at half-maximal effect; % of control where 0% means no effect; nearly all actives have a fitted effect of over 65% in size
#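 Galactose-induced alpha-syn yeast (OD600=0.02, raffinose-pregrown) + pinned cpd, 24 hr, 30 deg C; growth by BacTiter-Glo luminescence. Growth restoration scores as activation.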
# D3 ag: D3 dopamine receptor (human) agonism; D3R DiscoveRx beta-arrestin cells, luminescence, 90 min; max activation, %; AID 652048; 410,000 tested, 0.58% active; P35462; in the data active = max activation above about 30%; also: 0% is about no effect; mostly tested at two doses, the higher about 12 µM
#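 Agonist-mode cell screen: cells plated at 1500/well and incubated overnight at 37 °C, then exposed to library compounds for 90 min at 37 °C. Detection reagent was added for 30–60 min at room temperature, and luminescence was read.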
# GLP1R cytotox: cytotoxic in the GLP-1 receptor inverse agonist counter-screen; AID 624418; 410,000 tested, 0.13% active; Potency, µM (doses to about 38.3 µM), for inactives: at the top dose activity change, negative = inhibition, actives largely listed as inhibitors; HEK293 cAMP-luciferase reporter cells, luminescence, 24 h;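 also: loss of luciferase light is scored as toxicity; potency is read from the fitted curve at half-maximal effect; % is scaled to controls: 0 for no effect and ±100 for the full control effect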
#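 Cells in DMEM/10% Nu serum/1% pen-strep, 1536-well format. Pre-incubated 12 h, dosed with 23 nL compound, incubated a further 24 h. Luciferase detection, 12 min at room temp, luminescence.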
# PTHR1 ag: PTHR1 (human) receptor agonism | HEK293 GP2 PTHR1 cells, GloSensor cAMP luminescence, 1 h | Potency, µM (doses to about 115 µM), without a hit: top-dose activation, actives largely listed as activators | 410,000 tested, 0.075% active | AID 743266; also: potency is read from the fitted curve at half-maximal effect; nearly all actives have a fitted effect of over 55% in size; some results filed as inactive show a strong effect at the top dose; inactives centre near -15; many of its hits are not listed in these tables
# Target sequence (Q03431 whole entry, looked up): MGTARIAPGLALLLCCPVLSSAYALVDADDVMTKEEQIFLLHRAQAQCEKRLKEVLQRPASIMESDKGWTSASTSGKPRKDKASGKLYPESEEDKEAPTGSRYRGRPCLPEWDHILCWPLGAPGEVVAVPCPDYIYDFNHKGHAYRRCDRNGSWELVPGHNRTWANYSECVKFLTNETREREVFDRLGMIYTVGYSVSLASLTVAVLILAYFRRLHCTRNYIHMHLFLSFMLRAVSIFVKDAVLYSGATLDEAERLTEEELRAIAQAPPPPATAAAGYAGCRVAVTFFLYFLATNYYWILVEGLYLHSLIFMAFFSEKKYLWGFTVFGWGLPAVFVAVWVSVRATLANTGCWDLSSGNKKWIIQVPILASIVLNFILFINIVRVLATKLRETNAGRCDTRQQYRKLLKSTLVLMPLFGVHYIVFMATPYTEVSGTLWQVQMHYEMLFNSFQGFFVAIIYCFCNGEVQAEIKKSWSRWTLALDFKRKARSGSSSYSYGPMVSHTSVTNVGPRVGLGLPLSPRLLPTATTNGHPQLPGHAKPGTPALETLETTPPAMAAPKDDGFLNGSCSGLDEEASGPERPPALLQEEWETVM
#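 HEK-293-derived GP2 cells expressing PTHR1 and a GloSensor cAMP reporter, 3,000/well, plated overnight, given luciferin plus IBMX (each 0.5 mM as added) for 1 h at 37 °C, then compound for 1 h at 37 °C. Luminescence was read after 15 min at room temperature.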
# DRD3 antagonist: D3 dopamine receptor (human) antagonism | P35462 | D3R cells, DiscoveRx beta-arrestin luminescence, antagonist mode; active compounds read low | max response, negative = inhibition, % | 360,000 tested, 2.5% active | AID 652054; in the data active = max response below about -50%; inconclusive = no clear call, values can overlap the other calls; also: % is scaled to controls: 0 for no effect and ±100 for the full control effect; mostly tested at two doses, the higher about 12 µM
#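 Cells expressing the human receptor were seeded at 1500 cells/well, incubated overnight at 37 degrees C in 5% CO2, then exposed to library compounds with dopamine controls for 90 minutes at 37 degrees C before luminescent detection.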
# GLP-1R agonist: activates the human GLP-1 receptor; AID 624172; HEK293 GLP-1R CRE-luciferase, luminescence, 4-6 h; cells express a hypersensitive GLP-1R form; P43220; Potency, µM (top dose mostly 45.6 µM), inactives show at the top dose activation, actives largely listed as activators; 380,000 tested, 0.007% active; also: potency is read from the fitted curve at half-maximal effect; % of control where 0% means no effect
# Target sequence (P43220 whole entry, looked up): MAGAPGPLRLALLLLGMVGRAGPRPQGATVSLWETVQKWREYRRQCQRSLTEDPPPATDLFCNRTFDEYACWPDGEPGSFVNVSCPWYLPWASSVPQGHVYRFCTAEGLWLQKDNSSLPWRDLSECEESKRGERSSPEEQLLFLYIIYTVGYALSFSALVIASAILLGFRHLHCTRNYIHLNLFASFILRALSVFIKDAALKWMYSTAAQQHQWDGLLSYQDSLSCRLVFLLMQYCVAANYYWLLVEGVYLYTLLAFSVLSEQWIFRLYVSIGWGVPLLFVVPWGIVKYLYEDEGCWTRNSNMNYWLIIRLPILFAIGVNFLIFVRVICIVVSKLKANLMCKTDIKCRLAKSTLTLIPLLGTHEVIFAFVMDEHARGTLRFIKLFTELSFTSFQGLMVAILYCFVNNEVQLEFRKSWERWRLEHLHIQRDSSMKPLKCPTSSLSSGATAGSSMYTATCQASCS
# GLP1R inv ag: acts as inverse agonist at human GLP-1 receptor; P43220; HEK293 GLP-1R CRE-luciferase, luminescence, 24 h; GLP-1R form is constitutively active; Potency, µM (titrated, usually from 38.3 µM), without a hit: at the top dose activity change, negative = inhibition, most hits filed as inhibitors; 410,000 tested, 1.6% active; AID 624417; also: potency is read from the fitted curve at half-maximal effect; % is scaled to controls: 0 for no effect and ±100 for the full control effect; nearly all actives have a fitted effect of over 55% in size
#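 Cells are plated, allowed 12 hours at 37 deg C, then treated with compounds for 24 hr before luciferase detection reagent is added and luminescence is read after 12 min at room temperature. The HEK293 line carries constitutively active GLP-1R with a cAMP-responsive reporter.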
# TDP-43 yeast inh: rescues yeast growth from TDP-43 toxicity; TDP-43 expressing yeast growth rescue, BacTiter-Glo, 24 h; Potency, µM (doses to about 46.1 µM), for the others: at the highest dose growth rescue (activation), usual class: activators; 410,000 tested, 1.8% active; AID 652104; also: potency is read from the fitted curve at half-maximal effect; % of control where 0% means no effect; nearly all actives have a fitted effect of over 50% in size
#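 Yeast expressing TDP-43 (pregrown in raffinose, seeded at OD600=0.02 in galactose medium) exposed to compounds 24 hr at 30 deg C. Growth read by BacTiter-Glo luminescence; rescue of toxicity appears as increased signal.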
# KB-V1 MDR tox: KB-V1 MDR subline cytotoxicity; KB-V1 MDR cells viability, CellTiter-Glo, 72 h; 400,000 tested, 3.4% active; Potency, µM (doses to about 46.1 µM), for inactives: at the highest dose activity change, negative = cytotoxicity, actives largely listed as cytotoxic; also: potency is read from the fitted curve at half-maximal effect; % is scaled to controls: 0 for no effect and ±100 for the full control effect; nearly all actives have a fitted effect of over 60% in size
#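 KB-V1, DMEM (no phenol red) + 10% FBS; cpd pin-transferred, titration series; 72 h, 37 degrees C; CellTiter-Glo, luminescence. Data normalized, curve-fit.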
# An asterisk follows results filed as active; i = inactive; ? = inconclusive; nt = not tested or not shown; [ ] = remark or other dose. Unless noted, calls follow the shape of the dose curve; as a rule, active = well fitted curve in the direction sought with a large enough effect; inconclusive = small, poorly fitted or top-dose-only effect, or another doubt; inactive = no such curve, though single readings can be large; an effect the other way counts as inactive or inconclusive. Only part of the results is shown. The share of hits here may be higher or lower than overall.
SMILES	aSyn rescue	D3 ag	GLP1R cytotox	PTHR1 ag	DRD3 antagonist	GLP-1R agonist	GLP1R inv ag	TDP-43 yeast inh	KB-V1 MDR tox
CC(NC(=O)CC1Nc2ccccc2NC1=O)c1ccccc1 (stereo not drawn)	5%	2	-11%	-13%[57.5 µM]	-5	-12%	-25%	1%	-3%
Cc1cc(C)nc(OC(C(=O)O)C(OCc2ccccc2)(c2ccccc2)c2ccccc2)n1 (stereo not drawn)	-2%	5	-13%	i	-12	5%	?	-9%	-5%
O=C(NCc1ccccc1Cl)C(=O)NCC(c1ccc2c(c1)OCO2)N1CCOCC1 (stereo not drawn)	nt	6	3%	i	nt	nt	-1%	12%	-2%
CCN(CC)S(=O)(=O)c1cccc(NC(=O)c2cc(=O)[nH]c3ccccc23)c1	?	2	-5%	i	-8	6%	16%	-5%	0%
COc1cc2ccccc2cc1C(=O)Nc1ccc(N2CCN(C(=O)C(C)C)CC2)cc1	-2%	6	1%	-33%[inhibitor]	61	9%	13%	19%	13%
O=C(CCCSc1ccccc1)Nc1cccc(CO)c1	0%	2	7%	i	-2	16%	-18%	-13%	?
COC(=O)/C=C1\OCc2cc(OC)c(OC)cc21	-1%	8	-4%	-2%	11	nt	32%[activator]	22%	3%
O=[N+]([O-])c1ccccc1S(=O)(=O)N1CCN(c2ccc(F)cc2)CC1	?	5	-11%	-22%	11	8%	?	-15%[1.82 µM]	2%

# (cont.)
SMILES	aSyn rescue	D3 ag	GLP1R cytotox	PTHR1 ag	DRD3 antagonist	GLP-1R agonist	GLP1R inv ag	TDP-43 yeast inh	KB-V1 MDR tox
O=C(Nc1ccccc1)c1ccncc1	-6%	4	-14%	-19%	-10	-2%	4%	22%	28%
COc1ccc(CN2CC[C@@H](N3CCOCC3)[C@H](O)C2)cc1F	-10%	-1	-9%	i	6	-16%	-16%	2%	?
CN(CCOc1ccc(Cl)cc1)C(=O)c1ccc(S(=O)(=O)N2CCOCC2)cc1	2%	5	-2%	-30%[inhibitor]	15	1%	0%	-1%	?
COc1cccc(-n2nc3c(=S)[nH]nc(C)c3c2C)c1	-8%	-16	14%	-22%	35	3%	-6%	0%	-16%
CC(=O)c1ccc(S(=O)(=O)Nc2ccc(C(=O)NCC(c3ccco3)N3CCCC3)cc2)cc1 (stereo not drawn)	2%	2	1%	i	1	-1%	4%	23%	12%
O=C(O)C1CC=C(Cl)CC1C(=O)NCC1OCCc2ccccc21 (stereo not drawn)	3%	5	-2%	-7%[57.5 µM]	0	-1%	3%	1%	?
O=C(O)c1ccc(-n2ncc3c2/C(=C\c2cccc([N+](=O)[O-])c2)CC3)cc1	28%	-8	-1%	-13%	-16	-1%	42%[activator]	-11%	0%
COc1ccccc1NC(=O)C(C)OC(=O)CSCC(=O)Nc1ccc(C)cc1C (stereo not drawn)	3%	1	-18%	-7%	-2	2%	-1%	13%	15%

# Quoted from above, 6 compounds:
SMILES	aSyn rescue	D3 ag	GLP1R cytotox	PTHR1 ag	DRD3 antagonist	GLP-1R agonist	GLP1R inv ag	TDP-43 yeast inh	KB-V1 MDR tox
CN(CCOc1ccc(Cl)cc1)C(=O)c1ccc(S(=O)(=O)N2CCOCC2)cc1	2%	5	-2%	-30%[inhibitor]	15	1%	0%	-1%	?
COc1cccc(-n2nc3c(=S)[nH]nc(C)c3c2C)c1	-8%	-16	14%	-22%	35	3%	-6%	0%	-16%
CC(=O)c1ccc(S(=O)(=O)Nc2ccc(C(=O)NCC(c3ccco3)N3CCCC3)cc2)cc1 (stereo not drawn)	2%	2	1%	i	1	-1%	4%	23%	12%
O=C(O)C1CC=C(Cl)CC1C(=O)NCC1OCCc2ccccc21 (stereo not drawn)	3%	5	-2%	-7%[57.5 µM]	0	-1%	3%	1%	?
O=C(O)c1ccc(-n2ncc3c2/C(=C\c2cccc([N+](=O)[O-])c2)CC3)cc1	28%	-8	-1%	-13%	-16	-1%	42%[activator]	-11%	0%
COc1ccccc1NC(=O)C(C)OC(=O)CSCC(=O)Nc1ccc(C)cc1C (stereo not drawn)	3%	1	-18%	-7%	-2	2%	-1%	13%	15%

# (further entries)
SMILES	aSyn rescue	D3 ag	GLP1R cytotox	PTHR1 ag	DRD3 antagonist	GLP-1R agonist	GLP1R inv ag	TDP-43 yeast inh	KB-V1 MDR tox
CC(NC(=O)COc1ccc([N+](=O)[O-])cc1)c1ccccc1 (stereo not drawn)	24%	-6	5%	i	0	3%	-13%	17%	14%
N#Cc1c(SCc2c(Cl)cccc2Cl)nc(N)[nH]c1=S	-29%	1	-2%	-34%[inhibitor]	4	-3%	16%	23%	?
COC(=O)c1sc(-c2ccccc2)cc1NC(=O)Nc1ccc(F)cc1	nt	4	2%	-25%	nt	nt	?	17%	-2%
COc1ccc(N2C(=O)C(Cl)=C(N3CCN(Cc4ccccc4)CC3)C2=O)cc1	-3%	-11	-2%	i	3	-10%	2%	-24%	10%
Cc1c(Cl)cccc1NC(=O)NNC(=O)CCc1ccccc1	5%	-11	3%	-5%	-14	8%	-52%	-3%	?
Cn1cccc1C1NC(=O)c2c(sc3c2CCC(C(C)(C)C)C3)N1 (stereo not drawn)	0%	-8	-26%	-7%	-1	11%	2%	-10%	8%
Cc1ccc(Sc2ncccc2O)cc1	-1%	-4	-7%	-70%[inhibitor]	-3	0%	21%	?	9%
N=C1C(=O)OCC1c1ccccc1NC(=O)CN1CCOCC1 (stereo not drawn)	-5%	1	17%	i	38	9%	1%	11%	-15%

# New compounds follow
# Values in the order – aSyn rescue	D3 ag	GLP1R cytotox	PTHR1 ag	DRD3 antagonist	GLP-1R agonist	GLP1R inv ag	TDP-43 yeast inh	KB-V1 MDR tox
> CCOC(=O)c1cc2sccc2n1CC(=O)N1CCCc2ccccc21
    2%	3	?	-13%[57.5 µM]	-15	1%	?	?	?
> COCCNC(=O)C[C@@H]1C[C@H]2c3cc(NC(=O)Nc4ccc(F)cc4)ccc3O[C@H]2[C@H](CO)O1
    -2%	-2	6%	i	5	8%	-1%	13%	?
> O=C(N1CCN(CCO)CC1)N1c2ccccc2C=Cc2ccccc21
    1%	-4	-6%	i	0	-1%	-22%	13%	13%
> CCCCOc1ccc(C(O)C(CN2CCCCC2)c2ccccc2)cc1 (stereo not drawn)
    -1%	4	?	-17%	-6	5%	?	-10%	-6%
> COc1ccc(NC(=O)COc2ccccc2)c(OC)c1
    -6%	0	5%	-32%[inhibitor]	-6	7%	33%[activator]	11%	-16%
> CCn1c(=S)[nH]c2sc3c(c2c1=O)CCCC3
    -13%	12	0%	5%	?	7%	15%	12%	4%
> COCCN(C(=O)COC(=O)CCc1ccc(OC)cc1)c1c(N)n(Cc2ccccc2)c(=O)[nH]c1=O
    5%	8	0%	i	-5	-1%	-3%	8%	0%
> Cc1sc2nc(CN3CCOCC3)nc(NS(=O)(=O)c3cc(Cl)ccc3Cl)c2c1C
    3%	9	-12%	-13%	11	-8%	-26%	?	?
> COc1cc(C2Nc3cc(Cl)c(S(N)(=O)=O)cc3S(=O)(=O)N2)ccc1OCc1ccccc1 (stereo not drawn)
    4%	8	-3%	-5%[57.5 µM]	6	-8%	-16%	24%	19%
> COc1ccc(CC(=O)Nc2ccc(S(=O)(=O)N3CCOCC3)cc2)cc1
    -7%	3	15%	-7%	5	-12%	-11%	22%	nt
> O=C(Nc1cccc(F)c1)c1ccc(S(=O)(=O)N2CCCCC2)cc1
    1%	-1	0%	-5%	1	5%	?	1%	?
> Cc1cccc(N(C)S(=O)(=O)c2cccc3nsnc23)c1
    12%	0	-1%	i	5	1%	10%	9%	-2%
> COc1cccc2sc3cc(NCc4ccc(C)o4)ccc3c(=O)c12
    13%	-5	65%[activator]	-21%	-14	14%	16%	-5%	-22%
> Cc1ccc(CN2C(=O)CCC2C(=O)NCCN(CC(C)C)CC(C)C)cc1 (stereo not drawn)
    15%	1	-13%	i	0	-6%	-7%	6%	0%
> Clc1ccc(C(c2ccccc2)N2CCNCC2)cc1 (stereo not drawn)
    3%	0	-7%	i	0	-10%	?	-7%	-19%

# Whole records, quoted from the list. Screens in order: aSyn rescue	D3 ag	GLP1R cytotox	PTHR1 ag	DRD3 antagonist	GLP-1R agonist	GLP1R inv ag	TDP-43 yeast inh	KB-V1 MDR tox
# Shown for COc1ccccc1NC(=O)C(C)OC(=O)CSCC(=O)Nc1ccc(C)cc1C (stereo not drawn) : 3%	1	-18%	-7%	-2	2%	-1%	13%	15%
# Shown for CN(CCOc1ccc(Cl)cc1)C(=O)c1ccc(S(=O)(=O)N2CCOCC2)cc1 : 2%	5	-2%	-30%[inhibitor]	15	1%	0%	-1%	?

# Other entries follow:
# Values in the order – aSyn rescue	D3 ag	GLP1R cytotox	PTHR1 ag	DRD3 antagonist	GLP-1R agonist	GLP1R inv ag	TDP-43 yeast inh	KB-V1 MDR tox
> O=C(CSc1n[nH]c(-c2cccnc2)n1)OC1CCCCC1
    0%	2	14%	-15%	-2	0%	6%	0%	1%
> CCN(CC)c1cc2c(cc1F)c(=O)c(S(=O)(=O)c1cccc(C)c1)cn2C
    nt	-20	3%	11%	nt	nt	-6%	22%	nt
> CCC(=O)c1ccc(OCC(O)CN2CCN(S(=O)(=O)c3ccc(NC(C)=O)cc3)CC2)cc1 (stereo not drawn)
    -5%	-1	1%	-18%	-15	-2%	-4%	-1%	-7%
> CCNC(=O)CC1S/C(=N/N=C(\C)c2ccccc2)NC1=O (stereo not drawn)
    -7%	-1	-19%	i	1	-1%	18%	2%	4%
> COc1ccc(C(=O)O/N=C(\N)c2ccc(Cl)cc2)cc1
    -40%[inhibitor]	-10	0%	-47%[inhibitor]	2	13%	25%	?	-2%
